Source: PubChem
RAD52 inh: inhibitors of human RAD52 DNA annealing. P43351. recombinant RAD52 DNA annealing, FRET fluorescence. inhibition, % at 18.7 µM. 360,000 compounds, 0.46% hits. AID 651710;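 active = every replicate showing at least 50% inhibition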
Target sequence (P43351 whole entry, looked up): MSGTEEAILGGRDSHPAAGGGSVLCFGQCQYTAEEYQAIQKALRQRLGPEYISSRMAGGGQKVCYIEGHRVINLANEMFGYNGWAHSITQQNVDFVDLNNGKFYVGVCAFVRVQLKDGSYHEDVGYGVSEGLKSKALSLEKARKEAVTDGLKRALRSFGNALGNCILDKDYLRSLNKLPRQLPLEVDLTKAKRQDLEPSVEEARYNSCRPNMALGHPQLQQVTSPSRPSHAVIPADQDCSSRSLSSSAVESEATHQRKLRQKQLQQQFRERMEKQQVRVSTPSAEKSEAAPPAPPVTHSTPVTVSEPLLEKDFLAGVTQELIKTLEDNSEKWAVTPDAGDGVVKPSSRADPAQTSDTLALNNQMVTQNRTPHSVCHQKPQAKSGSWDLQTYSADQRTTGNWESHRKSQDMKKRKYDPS
RAD54 inh: blocks human RAD54 Holliday junction branch migration | Q92698 | FAM/BHQ fluorescence | inhibition, % at 10.4 µM | 360,000 compounds, 0.14% hits | AID 602329;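 active = mean normalized replicate activity at least 40 and at least half of replicates scoring 40 or more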;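 also: 0% = median of neutral control wells and 100% = median of positive control wells; inhibitors cause a drop in the FAM fluorescence signal; in these data hits start at about 50%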
ARNT TACC3 PPI: ARNT/TACC3 interaction disruption; Q9Y6A5; AlphaScreen His-ARNT PAS-B/GST-TACC3 binding, luminescence; TACC3 fragment carries E629A point mutation; inhibition, % at 9.99 µM; 390,000 compounds, 0.66% hits; AID 623870;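 active = mean inhibition of replicates at least 50% and at least half of replicates each reaching 50%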;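 also: 0% = complete ARNT plus TACC3 wells and 100% = ARNT alone without TACC3; many hits fall short of the cut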
CFTR F508del cor: correctors of CFTR F508del function in bronchial epithelial cells | CFBE cells, YFP halide quenching; stimulated with forskolin plus potentiator P3; % fluorescence drop versus neutral controls | activity (quench increase), % at 7.58 µM | 350,000 compounds, 0.36% hits | AID 720511;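 active = mean added fluorescence quench of at least 8% versus neutral control, with both replicates also reaching 8%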;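 also: cells transiently co-express mutant CFTR-F508del with the halide-sensitive YFP; corrector assay measuring rescue of mutant channel to the surface after 24 h compound exposure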
ERAP1 HTS inh: ERAP1 (human) enzyme inhibition; AID 652197; Q9NZ08; inhibition, % at 10.7 µM; recombinant ERAP1, Leu-AMC fluorescence, 60 min; 340,000 compounds, 0.15% hits;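 active = mean replicate inhibition of at least 30%, or all replicates individually reaching that 30% level; inactive = mean below 30% and not every replicate reaching it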;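 also: 0% = neutral control wells and 100% = L-leucinethiol positive control wells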
esBAF inh: inhibitors of esBAF chromatin remodeling in mouse ES cells; Bmi1-luciferase knock-in reporter, 24 h; 100% = twice the neutral-well signal; reporter increase, % at 12.5 µM; 350,000 compounds, 2% hits; AID 602393; in the data active = activation above about 40%;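 also: 0% = median of the plate's neutral control wells and 100% = double that signal; a rise in the Bmi1 reporter signal indicates esBAF inhibition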
Xi reactivation: X-chromosome reactivation activator. 360,000 compounds, 0.055% hits. XiGFP mouse fibroblasts, % GFP-positive cells imaging, 3 d; cells co-treated with 5-aza-dC sensitizer; scaled so ellipticine positive control = 100%. activation, % at 7.58 µM;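 active = mean normalized replicate activation at least 10% and every replicate at or above 10%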;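 also: 0% = median of on-plate neutral control wells and 100% = ellipticine 6 µM median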
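Schedule: 3 d treatment, 15 min room-temperature fixation; system: 68-5-11 XiGFP fibroblast line; buffer or medium: DMEM plus 5-aza-dC sensitizer; control set: ellipticine 6 µM positive control; compound: one concentration, pinned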
INS-1E GSIS act: GLuc luminescence reporter in INS-1E cells, primary screen for activators of glucose-dependent secretion of insulin; activation, % at 16.6 µM; AID 743287; 370,000 compounds, 0.61% hits; INS-1E GLuc reporter insulin secretion, 2-3 h;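 active = lowest replicate activation of at least 40%, so every replicate reaches that level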;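 also: 0% = median of neutral control wells and 100% = median of IBMX positive control wells; some compounds called inactive have numbers as strong as hits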
Starred values were filed as active, the others as inactive; . = no result given.

Second line of a record: RAD52 inh	RAD54 inh	ARNT TACC3 PPI	CFTR F508del cor	ERAP1 HTS inh	esBAF inh	Xi reactivation	INS-1E GSIS act
O=C(C[C@H]1C=C[C@H](NC(=O)Nc2ccc(C(F)(F)F)cc2)[C@@H](CO)O1)NCc1cccc(F)c1
→ -6	-3	2	1.1	0	0	0.4	0
C[C@H]1CN([C@@H](C)CO)S(=O)(=O)c2ccc(-c3cncnc3)cc2O[C@@H]1CN(C)C(=O)C1CCC1
→ 8	-3	6	0.8	1	-3	0.0	-3
CCC(=O)Nc1cccc(C2=NOC3(C2)C[C@@H](C(N)=O)N(C(=O)c2ccc(OC)cc2)C3)c1 (some centres not stated)
→ 0	-8	-2	-0.7	2	4	0.2	.
C=CCNC(=S)NNC(=O)c1ccccc1OCC
→ -12	2	-3	0.5	-1	0	0.0	7
CC(NC(=O)c1ccco1)C(=O)Nc1nccs1 (configuration not stated)
→ -6	-12	-9	0.3	-3	-9	0.2	.
CCCCN(C)C(=O)c1nc2ccccn2c1CNC1CCC1
→ -17	3	2	-1.2	8	-5	0.0	4
CCCCCNC(=O)C(c1ccc(C#N)cc1)n1c(=O)c(-c2ccco2)nc2ccccc21 (configuration not stated)
→ -38	.	.	6.1	-2	.	0.0	3
C#CCCOC(=O)N1C2=NC(C(=O)OC)=C(C(=O)OC)[C@@H]3N(C)c4ccccc4[C@]23C[C@H]1CO
→ -10	1	0	1.3	4	.	-0.3	5
COc1ccc(OCCC(=O)OCC(=O)Nc2ccc(Br)cc2)cc1
→ 0	-9	-6	2.5	-3	.	-0.1	2
Cc1ccc(S(=O)(=O)Nc2ccc3c(c2)CC(=O)N([C@H](C)CO)C[C@@H](C)[C@@H](CN(C)C(=O)Nc2ccc(C(F)(F)F)cc2)O3)cc1
→ -6	5	2	1.6	-1	2	0.0	5
CCN(C(=O)COC(=O)CNC(=O)c1ccccc1C)C1=CCCCC1
→ -8	-11	-8	-1.5	0	3	0.0	.
COc1ccc(CNC(=O)[C@@H](NC(=O)C2CCN(C(=O)[C@@H](N)CC(C)C)CC2)C(C)C)cc1
→ -1	-4	-10	-2.6	0	8	.	4
Cc1cc(Cl)ccc1NC(=O)CN1C(=O)CSc2ccc(S(=O)(=O)N3CCOCC3)cc21
→ -1	.	-1	1.5	-3	-1	0.1	-14
CCN1CCN(c2nc(-c3ccccc3Cl)nc3ccccc23)CC1
→ -2	-4	15	0.2	-1	-1	0.1	31
O=C(COC(=O)Cn1cc(C(F)(F)F)ccc1=O)Nc1ccccc1
→ -10	10	-5	1.4	1	6	0.2	-6
CCOC(=O)NC(=S)Nc1ccc(OC)cc1
→ -7	-3	-2	-0.9	3	7	0.3	8
CCC1=[N+](C)CCn2c(C)ccc21
→ .	-4	-3	.	.	-10	.	31
CCc1nc2ccc(C(=O)N3CCN(C(=O)c4ccco4)CC3)cn2c1N(C)C(=O)COc1ccccc1
→ -1	3	.	-0.7	7	1	0.3	1
Cc1cc(C)c(S(=O)(=O)N2CCCCC2CCNC(=O)C(=O)NCc2cccnc2)c(C)c1 (configuration not stated)
→ -7	-8	-16	-2.5	1	1	-0.1	-28
CC(C)CC(=O)N=Nc1c(O)[nH]c2ccccc12
→ -5	0	.	-0.4	6	26	0.1	5

Some values from the results shown:
CCC(=O)Nc1cccc(C2=NOC3(C2)C[C@@H](C(N)=O)N(C(=O)c2ccc(OC)cc2)C3)c1 (some centres not stated) in RAD54 inh: -8
C#CCCOC(=O)N1C2=NC(C(=O)OC)=C(C(=O)OC)[C@@H]3N(C)c4ccccc4[C@]23C[C@H]1CO in RAD52 inh: -10
O=C(COC(=O)Cn1cc(C(F)(F)F)ccc1=O)Nc1ccccc1 in ARNT TACC3 PPI: -5

3 entries already listed, ordered by the value under RAD52 inh, largest number first:
Structure,RAD52 inh
COc1ccc(OCCC(=O)OCC(=O)Nc2ccc(Br)cc2)cc1,0
Cc1ccc(S(=O)(=O)Nc2ccc3c(c2)CC(=O)N([C@H](C)CO)C[C@@H](C)[C@@H](CN(C)C(=O)Nc2ccc(C(F)(F)F)cc2)O3)cc1,-6
O=C(COC(=O)Cn1cc(C(F)(F)F)ccc1=O)Nc1ccccc1,-10

Remaining list, next part
Second line of a record: RAD52 inh	RAD54 inh	ARNT TACC3 PPI	CFTR F508del cor	ERAP1 HTS inh	esBAF inh	Xi reactivation	INS-1E GSIS act
O=C(COc1nc2ccccc2nc1N1CCOCC1)Nc1ccc(S(=O)(=O)N2CCCC2)cc1
→ -101	-8	-2	0.1	-1	.	0.0	-21
O=C(O)c1ccc(/C=N/Nc2ncc(Cl)cc2Cl)cc1
→ 4	-4	3	2.8	-5	34	0.2	9
C[C@@H]1CN([C@H](C)CO)C(=O)c2cc(N(C)C)ccc2O[C@@H](C)CCCCO[C@H]1CN(C)Cc1ccc2c(c1)OCO2
→ .	.	.	-0.1	.	-7	-0.1	1
O=C(Cn1cnc2ccccc21)c1ccc(Cl)cc1
→ -28	7	8	-3.8	-1	25	0.0	10
CC1(C)CC(NC(=O)c2ccccc2)CC(C)(C)N1
→ 0	-2	-14	1.3	0	-8	0.1	-2
C/C(=N\NC(=O)c1cnccn1)c1ccc([N+](=O)[O-])cc1
→ -16	.	2	-1.0	.	7	0.0	.
COc1ccc(/C=N/NC(=O)C2C(=O)NCC2c2ccccc2)c(OC)c1 (configuration not stated)
→ -16	13	.	-0.6	1	-2	0.0	7
Cc1onc(-c2ccccc2Cl)c1C(=O)N1CCN(C/C=C/c2ccccc2)CC1
→ .	1	-33	.	.	-1	.	-22
C[C@@H]1CCCCO[C@H](CN(C)C(=O)Nc2ccc(C(F)(F)F)cc2)[C@@H](C)CN([C@H](C)CO)C(=O)c2cc(NS(=O)(=O)c3ccc(F)cc3)ccc2O1
→ -40	-3	-6	0.7	0	-6	0.0	17
COCCCNC(=O)CNC(=O)c1nn(-c2ccc(OC)cc2OC)c(=O)c2ccccc12
→ 3	.	-4	-3.7	2	.	0.0	-3
CCN(C[C@H]1N[C@@](CC)(C(=O)OC)[C@H]2C(=O)N(Cc3ccccc3)C(=O)[C@@H]12)C(=O)Nc1ccc(C(F)(F)F)cc1
→ -10	-6	-3	-5.7	.	-2	0.0	-20
CCOC(=O)C1CCN(C(=S)Nc2cccc(C)c2)CC1
→ 7	2	-1	1.8	3	1	.	-23
O=C(C[C@H]1C[C@H](C(=O)N2CCOCC2)[C@@]2(CCC3CCCC3)c3[nH]c4cc(-c5ccco5)ccc4c3CCN2C1=O)NCC12CC3CC(CC(C3)C1)C2
→ -10	1	0	0.0	3	9	-0.2	3
CCCCCCCC(=O)N1c2ccccc2NC(=O)C1CC(=O)Nc1ccc(C(=O)O)cc1 (configuration not stated)
→ -6	1	2	-0.5	-3	-10	0.0	-1
C[C@H]1CCCCO[C@@H](CN(C)C(=O)Nc2ccc(F)cc2)[C@@H](C)CN([C@@H](C)CO)C(=O)c2cc(NS(=O)(=O)c3cn(C)cn3)ccc2O1
→ 2	2	7	-0.5	-11	5	0.1	0
CN(CC(=O)Nc1ccc(F)cc1)C(=O)COC(=O)Cc1c(F)cccc1Cl
→ -6	5	1	-3.8	-1	-1	0.0	-35
C=C1CCC2C(C)(C(=O)O)CCCC2(C)C1CCC(CO)CCO (configuration not stated)
→ -10	0	.	2.8	0	8	.	-12
COc1ccccc1CNC(=O)/C=C/C(=O)O
→ 5	1	3	0.0	-1	0	0.0	.
NC(=O)CCS(=O)(=O)CCN1CCN(S(=O)(=O)c2ccc3c(c2)CCC3)CC1
→ -4	3	1	-0.2	0	-8	0.2	-1
CCOc1ccc(N(C)c2ccc(/C=C3/SC(=S)NC3=O)cc2)cc1
→ -127	-16	-6	.	4	-18	0.4	7

More compounds follow:
Structure,RAD52 inh,RAD54 inh,ARNT TACC3 PPI,CFTR F508del cor,ERAP1 HTS inh,esBAF inh,Xi reactivation,INS-1E GSIS act
COc1ccccc1NC(=O)C(C/C=C(\C)Cl)C(C)=O (configuration not stated),.,7,-8,.,.,-5,.,8
CCCC#Cc1ccc([C@@H]2[C@H](CO)N3CCCCN(S(C)(=O)=O)C[C@@H]23)cc1,-8,0,2,0.4,3,-7,0.2,-5
CCCC(c1nnnn1CS(=O)(=O)c1ccc(C)cc1)N1CCC(C(N)=O)CC1 (configuration not stated),5,0,-7,2.6,3,-1,0.0,.
C[C@@H]1CCCCO[C@H](CN(C)Cc2ccc(Cl)c(Cl)c2)[C@@H](C)CN([C@@H](C)CO)C(=O)c2cc(NC(=O)Nc3ccc4c(c3)OCO4)ccc2O1,9,-3,7,4.7,-1,0,0.1,14
CN1C(=O)c2cccc(NC(=O)C3CCCCC3)c2C1=O,-11,17,-3,-6.0,2,-9,0.1,1
CN1CCN(C(=O)CN(Cc2ccccc2)S(C)(=O)=O)CC1,.,-9,3,.,.,0,.,0
CCO[C@@H]1OC(C(=O)NCc2nc3ccccc3[nH]2)=C[C@H](c2coc3ccccc3c2=O)[C@H]1CCCO,-42,2,-2,-2.0,-3,0,0.1,10
COc1ccccc1C1/C(=C(/O)c2ccc(C)cc2)C(=O)C(=O)N1Cc1ccco1 (configuration not stated),-20,.,1,-2.7,6,.,0.0,8
Cc1nnc(SCc2ccccc2CSc2nnc(C)s2)s1,-9,.,4,-0.8,-2,.,0.0,.
CNC[C@H]1OCCCC[C@H](C)Oc2ccc(NC(=O)Nc3ccc(OC)cc3)cc2C(=O)N([C@H](C)CO)C[C@@H]1C,-23,10,-8,-1.9,-1,-4,0.2,4
NC(=O)C1CCN(Cc2nc(-c3cccs3)no2)CC1,-2,.,2,0.0,2,-1,1.1,3
COC(=O)[C@@]1(C)[C@H]2C(=O)N(Cc3ccccc3)C(=O)[C@H]2[C@H]2CN=C(SCC3CC3)N21,-6,-6,-4,-0.4,-3,-5,0.2,3
COc1ccc(CN2C(=O)C(C)N(C(=O)c3c(F)cccc3F)c3ccccc32)cc1 (configuration not stated),-19,.,-1,.,2,.,0.3,-49
O=C(C[C@@H]1CC[C@H]2[C@@H](COC[C@H](O)CN2C(=O)C2CCCC2)O1)NCc1ccncc1,-10,-10,-29,-1.0,0,0,0.1,3
CC(=O)N/C(=C\c1ccccc1)C(=O)N1CCOCC1,-1,.,3,2.5,-5,.,0.0,-7
CN(CC(=O)Nc1ccccc1Cl)C(=O)COC(=O)c1ccc([N+](=O)[O-])s1,-9,-5,46*,1.2,0,-3,-0.1,-7
O=c1oc2ccccc2c(Nc2cccc3cccnc23)c1[N+](=O)[O-],-15,.,1,-0.9,6,.,0.2,11
C=CC[C@@H](CC(=O)N[C@@H](CO)Cc1ccccc1)C(=O)N[C@@H](COC(=O)[C@@H](CC=C)CC(=O)OC(C)(C)C)Cc1c[nH]c2ccccc12,4,-1,-3,2.1,-1,10,0.8,-24

In the list so far, two contain a thiophene ring, fused or not.
Structure,RAD52 inh,RAD54 inh,ARNT TACC3 PPI,CFTR F508del cor,ERAP1 HTS inh,esBAF inh,Xi reactivation,INS-1E GSIS act
NC(=O)C1CCN(Cc2nc(-c3cccs3)no2)CC1,-2,.,2,0.0,2,-1,1.1,3
CN(CC(=O)Nc1ccccc1Cl)C(=O)COC(=O)c1ccc([N+](=O)[O-])s1,-9,-5,46*,1.2,0,-3,-0.1,-7
